# Casp6 inh: human caspase-6 inhibitors, primary screen, biochemical, VEID-R110 fluorescence, single point, set 2 | AID 686996, 2013 | purified caspase-6, Z-VEID-R110 cleavage fluorescence | inhibition, % at 12.5 µM | 0.53% of 350,000 active;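 active = mean inhibition across replicates at least about 35%, with every replicate also reaching that limit, limit read from the data; inconclusive = only one of the two criteria met; inactive = neither criterion met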;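 also: 0% = median of neutral control wells and 100% = no fluorescence left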
# Target sequence (P55212 24-179 limits assumed): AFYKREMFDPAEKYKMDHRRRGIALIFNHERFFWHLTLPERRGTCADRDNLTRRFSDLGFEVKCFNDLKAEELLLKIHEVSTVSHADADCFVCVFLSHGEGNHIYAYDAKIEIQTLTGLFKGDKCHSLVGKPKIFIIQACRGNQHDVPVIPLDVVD
# Target sequence (P55212 194-293 limits assumed): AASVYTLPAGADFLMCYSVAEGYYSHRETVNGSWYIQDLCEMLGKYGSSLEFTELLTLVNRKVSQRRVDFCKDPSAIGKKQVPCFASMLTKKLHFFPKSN
# DENV2 CPE: inhibitors of DENV2 cytopathic effect, primary screen, cell-based, plate reader, single concentration. AID 651640, 2012. 1.7% of 350,000 active. CPE inhibition, % at 9.99 µM. DENV2-infected cells, cytopathic effect rescue; in the data active = CPE inhibition above about 20%, passing the limit was not always enough; inconclusive = no clear call, values can overlap the other calls; tested in BHK-21 cells;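 also: 0% = median of neutral control wells and 100% = median of positive control wells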
# F508del corr: F508del CFTR correction, initial screen, CFBE line, single point; CFBE cells, YFP halide quenching; stimulated with forskolin plus potentiator P3; % fluorescence drop versus neutral controls; activity (quench increase), % at 7.58 µM; 0.36% of 350,000 active; AID 720511, 2013;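 active = mean added fluorescence quench of at least 8% versus neutral control, with both replicates also reaching 8%; inconclusive = only one of the mean or replicate conditions met; inactive = mean below 8% and not both replicates reaching 8%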;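 also: cells transiently co-express mutant CFTR-F508del with the halide-sensitive YFP; corrector assay measuring rescue of mutant channel to the surface after 24 h compound exposure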
# ERAP1 inh: human ERAP1 aminopeptidase inhibitors, primary screen, biochemical, single point, plate reader; recombinant ERAP1, Leu-AMC fluorescence, 60 min; inhibition, % at 10.7 µM; 0.15% of 340,000 active; AID 652197, 2013;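 active = mean replicate inhibition of at least 30%, or all replicates individually reaching that 30% level; inactive = mean below 30% and not every replicate reaching it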;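 also: 0% = neutral control wells and 100% = L-leucinethiol positive control wells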
# ERp5 block: inhibitors of ERp5-driven insulin aggregation, primary screen, biochemical, turbidity, absorbance 650 nm, single point | Protein disulfide-isomerase A6 (Homo sapiens), Q15084 | 90 min | inhibition, % at 9.99 µM | 0.05% of 350,000 active | AID 651711, 2012;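 active = mean replicate inhibition above about 25%, with every replicate also reaching it, limit read from the data, passing the limit was not always enough; inconclusive = only one of those two criteria met; inactive = neither criterion met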
# Target sequence (Q15084 whole entry, looked up): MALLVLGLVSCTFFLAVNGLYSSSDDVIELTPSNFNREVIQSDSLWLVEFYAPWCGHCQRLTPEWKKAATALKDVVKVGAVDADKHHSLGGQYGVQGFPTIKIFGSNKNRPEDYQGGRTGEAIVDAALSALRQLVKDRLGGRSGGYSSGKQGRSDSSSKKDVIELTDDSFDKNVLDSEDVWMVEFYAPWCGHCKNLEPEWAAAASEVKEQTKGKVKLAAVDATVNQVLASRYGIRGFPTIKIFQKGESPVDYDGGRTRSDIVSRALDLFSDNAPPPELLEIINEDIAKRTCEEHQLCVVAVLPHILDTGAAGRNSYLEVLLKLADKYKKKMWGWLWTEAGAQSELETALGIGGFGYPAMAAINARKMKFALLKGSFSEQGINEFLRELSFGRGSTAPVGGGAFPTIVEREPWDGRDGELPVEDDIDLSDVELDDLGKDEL
# miR-122 sensor: miR-122 Renilla sensor signal increase in Huh7, primary screen, miR-122 inhibitor project, cell-based, single point, plate reader. Huh7 miR-122 Renilla luciferase sensor, 48 h; neutral wells = 0, positive control = 100. activation (reporter increase), % at 12.5 µM. 0.3% of 340,000 active. AID 602342, 2012;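 active = mean replicate activation score at least 90 and every replicate individually at or above 90; inconclusive = only one of the two criteria met; inactive = neither criterion met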;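 also: higher luciferase means less miR-122 activity so hits act as miR-122 inhibitors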
# SIRT5 block: SIRT5 desuccinylase inhibitors, primary screen, biochemical, fluorescence imaging, single point, set 5; 1.1% of 330,000 active; AID 652115, 2013; NAD-dependent protein deacylase sirtuin-5, mitochondrial (Homo sapiens), Q9NXA8; Purified SirT5, succinyl-peptide AMC, trypsin-coupled fluorescence; inhibition, % at 15 µM; in the data active = inhibition above about 15%; inconclusive = no clear call, values can overlap the other calls
# Target sequence (Q9NXA8 whole entry, looked up): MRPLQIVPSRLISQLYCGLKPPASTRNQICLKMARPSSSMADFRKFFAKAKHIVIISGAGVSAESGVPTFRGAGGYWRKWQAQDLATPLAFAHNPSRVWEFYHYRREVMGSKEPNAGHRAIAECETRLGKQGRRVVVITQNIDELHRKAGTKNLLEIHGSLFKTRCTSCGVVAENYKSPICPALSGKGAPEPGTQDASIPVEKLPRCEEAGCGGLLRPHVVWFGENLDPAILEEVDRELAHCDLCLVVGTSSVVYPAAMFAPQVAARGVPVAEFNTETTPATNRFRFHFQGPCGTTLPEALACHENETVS
# * = called active by the depositor; ? = inconclusive; nt = not tested or not shown; [ ] = dose if it differs, or a comment.
SMILES,Casp6 inh,DENV2 CPE,F508del corr,ERAP1 inh,ERp5 block,miR-122 sensor,SIRT5 block
C[C@@H]1CN([C@@H](C)CO)S(=O)(=O)c2ccc(C#CC3CC3)cc2O[C@@H]1CN(C)C(=O)c1ccccn1,0,-2,1.7,-1,-1,0[16.7 µM],-3
O=C(Nc1cc(Br)ccc1O)C1CC(c2ccccc2Cl)=NO1 (stereo not drawn),9,4,0.5,0,1,nt,6
OC[C@H]1[C@@H](c2ccc(-c3ccc(F)cc3)cc2)[C@@H]2CN(Cc3cccnc3)CCCCN12,0,-29,1.3,0,-7,2[16.7 µM],0
CCOC(=O)N1CCC(NC(=O)Cc2ccccc2)CC1,-1,9,-0.3,-2,0,-1,1
C[C@]12c3[nH]c4ccc(Cl)cc4c3CCN1C(=O)[C@@H](CC(=O)NCCN1CCOCC1)C[C@@H]2C(=O)N1CCCCC1,-6,10,1.5,nt,2,1,1
Cc1noc(C)c1NC(=O)Nc1ccc2c(c1)C(=O)N([C@@H](C)CO)C[C@H](C)[C@H](CN(C)Cc1ccc(C(=O)O)cc1)O2,-3,0,-3.3,1,0,5[16.7 µM],-4
CO[C@H]1CN(C)C(=O)c2cc(NS(=O)(=O)c3cn(C)cn3)ccc2OC[C@@H](C)N(CCC(F)(F)F)C[C@@H]1C,3,-6,4.0,15,6,nt,-5
CC=Cc1ccc2n(c1=O)C[C@H]1[C@H](CO)[C@@H](C(=O)NCCCN3CCOCC3)N(C)[C@@H]21 (mixture of isomers),-3,-6,-1.6,-3,-5,7[16.7 µM],0
CC(OC(=O)CCN=C1NS(=O)(=O)c2ccccc21)C(=O)Nc1ccc(F)cc1 (stereo not drawn),2,13,-0.8,1,3,nt,0
CN(C)C(=O)C[C@H]1CC[C@@H]2[C@H](COC[C@H](O)CN2C(=O)C2CCOCC2)O1,2,-2,2.0,-3,8,2[16.7 µM],-3
O=C1OC[C@H]2CCCN2C(=O)[C@@H](CC(=O)N(CCO)Cc2ccccc2)C/C=C\CC[C@H]1Cc1ccc(F)cc1,0,nt,-0.2,0,2,-4,nt
CCNC(=S)NS(=O)(=O)c1ccc(F)cc1,0,-2,0.3,-4,1,3,-2
COc1ccccc1N1CCN(/N=C/c2cc([N+](=O)[O-])ccc2Cl)CC1,-2,1,0.4,-3,-1,nt,-1
C[C@@H]1CCCCO[C@H](CN(C)Cc2ccc3c(c2)OCO3)[C@@H](C)CN([C@H](C)CO)C(=O)c2cc(NS(=O)(=O)c3ccc(F)cc3)ccc2O1,-4,-1,0.5,5,0,4[16.7 µM],5
COc1cccc(-c2oc3c(c2-c2ccc(OC)nc2)C(O)CCC3)c1 (stereo not drawn),-1,-6,-2.4,nt,3,nt,0
O=C(c1ccc2c(c1)OCO2)N1CCN(S(=O)(=O)c2ccc(Cl)cc2)CC1,2,0,-0.6,2,1,nt,nt
Cc1cc2nc(-c3ccco3)c(Cc3cccc(Cl)c3)n2c(C)c1Br,4,?,-0.8,nt,0,nt,1
COC(=O)[C@]12CCCCC=C1N(CCc1ccc(OC)c(OC)c1)C(=O)[C@H](CC(=O)NCCC(C)C)C2,0,2,3.0,-4,9,nt,-1
COc1ccc(S(=O)(=O)Nc2ccc3c(c2)C(=O)N([C@@H](C)CO)C[C@H](C)[C@H](CN(C)S(=O)(=O)c2ccc(Cl)cc2)OCCCC[C@H](C)O3)cc1,1,25*,-0.6,1,0,-11[16.7 µM],-1
COc1cc(C(=O)NCc2ccncc2)cc(OC)c1OC,-1,5,nt,6,-1,-6,-4
COc1ccc(C(=O)NCC(=O)N2CCN(c3ncccn3)CC2)cc1OC,1,8,1.3,2,1,-8,3
O=C1CC2(CCN(C(=O)C3CC(=O)N(c4ccc(F)cc4)C3)CC2)Oc2ccccc21 (stereo not drawn),-1,-9,-2.5,-3,-8,-1,-1
Cc1c(NC(=S)N/N=C/C=C/c2ccccc2)c(=O)n(-c2ccccc2)n1C,5,-1,-4.1,nt,7,-7,6
CC(=O)N1CCC(C(=O)Nc2ccc(S(=O)(=O)NCCc3ccccc3)cc2)CC1,0,1,-0.1,-2,1,49,-2
CSCCC(c1nc2ccccc2[nH]1)n1c(=O)c(-c2ccco2)nc2ccccc21 (stereo not drawn),7,-11,2.0,0,-4,nt,nt
COC(=O)CN1C(=S)N(c2ccc(F)cc2)C(=O)C1CC(=O)Nc1ccc(OC)cc1 (stereo not drawn),1,-3,-0.3,-1,-3,-1,-6
COc1ccc(Cl)cc1NC(=O)Nc1cccc([N+](=O)[O-])c1C,3,nt,nt,-2,4,nt,6
Cc1noc(C)c1S(=O)(=O)Nc1ccc2c(c1)CC(=O)N([C@@H](C)CO)C[C@@H](C)[C@@H](CN(C)S(=O)(=O)c1cccs1)O2,-4,-8,-1.3,1,6,30[16.7 µM],3
C[C@@H]1CCCCO[C@@H](CN(C)C(=O)C2CCCCC2)[C@H](C)CN([C@@H](C)CO)C(=O)c2cc(NC(=O)C3CCCCC3)ccc2O1,-1,-3,0.7,2,6,-8[16.7 µM],-2
CCCC(=O)C1=C(O)C(C(=O)OC)C(C)(C)CC1=NCCc1ccccc1 (stereo not drawn),-1,0,-0.4,-2,-1,3,-3
CCOC(=O)c1cc(C)sc1NC(=O)C(c1ccccc1)c1ccccc1,1,9,2.8,-1,-4,nt,-6
O=C(COc1coc(CN2CCN(c3ccccc3)CC2)cc1=O)Nc1ccc(F)cc1,3,?,1.9,2,4,-2,-2
COc1ccccc1-n1cnnc1SC(C)C(=O)Nc1cccc([N+](=O)[O-])c1 (stereo not drawn),0,0,nt,0,-8,nt,-4
CCN(CC)CCCNC(=O)C1CCC(CNS(=O)(=O)c2ccc(Cl)cc2)CC1 (stereo not drawn),-3,8,-2.2,2,4,0,-2
COc1cccc(NC(=O)N2C[C@@H](O)COC[C@H]3O[C@H](CC(=O)N(C)C)CC[C@@H]32)c1,1,1,-0.8,-1,-5,-1[16.7 µM],5
C[C@H]1CN([C@@H](C)CO)C(=O)c2cccc(NC(=O)NC3CCCCC3)c2O[C@@H]1CN(C)Cc1ccccc1,1,7,1.7,0,-12,18[16.7 µM],5
Cn1c(=O)n(C)c2cc(S(=O)(=O)NCC(=O)O)ccc21,2,8,1.2,-3,-3,-5,-16
C[C@@H]1CN([C@@H](C)CO)C(=O)c2cc(NC(=O)Cc3ccccc3)ccc2O[C@@H](C)CCCCO[C@H]1CN(C)S(=O)(=O)c1cccs1,nt,-6,-1.5,nt,nt,6[16.7 µM],nt
CC(NCCc1ccc(S(N)(=O)=O)cc1)C(=O)NCc1ccccc1 (stereo not drawn),-4,-4,2.6,-5,0,-2,-5
C=CCN1Cc2ccccc2[C@H]2OC(c3ccc(OCCCO)cc3)=N[C@@]2(CCC(=O)OC(C)(C)C)C1=O,-1,8,0.5,1,0,nt,9
COc1cccc(C(=O)Nc2nnc(-c3ccc(Cl)cc3)o2)c1,2,12,1.3,0,-7,-2,nt
Cc1cccc(N(C)C(=O)c2cc(S(=O)(=O)N3CCc4ccccc43)cn2C)c1,0,-4,4.8,2,-5,nt,0
CCOc1ccc(CCNC(=O)CS(=O)Cc2nc(-c3ccccc3C)oc2C)cc1OCC (stereo not drawn),2,11,0.8,4,-2,2,-2
Nc1cc(S(=O)(=O)Nc2ccccc2Cl)ccc1N1CCOCC1,-2,-3,-0.8,nt,-1,10,-1
O=C(NCC1CCCO1)c1ccccc1-c1nc(-c2ccccc2Cl)no1 (stereo not drawn),-4,2,0.0,0,6,nt,-2
C[C@@H]1CN([C@@H](C)CO)C(=O)Cc2cc(NS(=O)(=O)c3ccccc3)ccc2O[C@@H]1CN(C)Cc1ccc(Cl)c(Cl)c1,-2,-10,5.9,4,0,3[16.7 µM],-6
O=S(=O)(c1ccc(F)cc1)N1CCN(c2nc(-c3cccnc3)nc3ccccc23)CC1,30,19,-0.7,1,-12,12,2
CCOC(=O)[C@H]1[C@H]2COc3cc(OC)ccc3[C@@H]2N2C(=O)c3cc(OC)c(OC)cc3NC(=O)[C@@]12C,5,-5,0.1,-2,-1,nt,3
COc1ccc(NC(=O)Nc2ccc3c(c2)C(=O)N([C@@H](C)CO)C[C@H](C)[C@@H](CN(C)Cc2ccc4c(c2)OCO4)OCCCC[C@@H](C)O3)cc1,-1,-11,-1.5,1,-2,3[16.7 µM],0
COC(=O)CSc1[nH]c2ccccc2c1[N+](=O)[O-],-8,2,1.5,5,1,nt,3

# Rewritten with values under each structure: entries from further up
# Below each SMILES – Casp6 inh, DENV2 CPE, F508del corr, ERAP1 inh, ERp5 block, miR-122 sensor, SIRT5 block
- O=S(=O)(c1ccc(F)cc1)N1CCN(c2nc(-c3cccnc3)nc3ccccc23)CC1
→ 30, 19, -0.7, 1, -12, 12, 2
- CCOC(=O)[C@H]1[C@H]2COc3cc(OC)ccc3[C@@H]2N2C(=O)c3cc(OC)c(OC)cc3NC(=O)[C@@]12C
→ 5, -5, 0.1, -2, -1, nt, 3

# (list continues)
SMILES,Casp6 inh,DENV2 CPE,F508del corr,ERAP1 inh,ERp5 block,miR-122 sensor,SIRT5 block
Cc1noc(C)c1NC(=O)Nc1ccc2c(c1)C(=O)N([C@@H](C)CO)C[C@@H](C)[C@@H](CN(C)C(=O)CCCN(C)C)OCCCC[C@@H](C)O2,-31,-2,-2.3,3,-3,11[16.7 µM],3
COc1cc(/C=C/CN2CCC(CO)(CC3CCCCO3)CC2)ccc1O (stereo not drawn),-3,-2,-3.9,1,2,-1,0
Cc1cc(C(=O)COC(=O)CNC(=O)c2ccccc2)c(C)n1CC1CCCO1 (stereo not drawn),-3,8,-0.7,7,-15,nt,0
O=C(C[C@H]1CC[C@H]2[C@@H](COC[C@H](O)CN2C(=O)c2cccnc2)O1)NCc1ccccc1,-2,?,-0.7,0,0,6[16.7 µM],3
O=c1[nH]c2ccccc2nc1-c1nnnn1Cc1ccccc1,1,10,1.5,nt,1,nt,-4
C[C@H]1CN([C@@H](C)CO)C(=O)c2cccc(NC(=O)Nc3ccc4c(c3)OCO4)c2O[C@@H]1CN(C)S(=O)(=O)c1cn(C)cn1,4,-1,-3.6,1,0,8[16.7 µM],-1
Cc1ccc(C(=O)N2CCN(C)CC2)cc1S(=O)(=O)N1CCCCCC1,-5,-6,-0.6,1,2,3,-3
CCOc1ccc(N(C)S(=O)(=O)c2ccc(C)c(C(=O)NCc3cccs3)c2)cc1,-1,11,1.7,0,-6,32,-4
C[C@@H]1CN([C@H](C)CO)C(=O)c2cccc(NC(=O)c3ccncc3)c2O[C@H]1CN(C)S(=O)(=O)c1cn(C)cn1,4,14,-1.5,2,-1,4[16.7 µM],1
C/C=C/c1ccc([C@H]2[C@@H](CNC(C)C)N(Cc3cccnc3)[C@H]2CO)cc1,-13,9,0.5,4,-4,-17[16.7 µM],1
COc1cc(NC(=O)CN2C(=O)C(c3ccccc3)=NC2(C)C)cc(OC)c1,1,-6,-4.0,-2,-15,2,-1
CCSc1nnc(NC(=O)CCn2c(=O)oc3ccccc32)s1,-1,-4,-2.1,1,-4,-2,-1
CNC(=S)NNC(=O)COc1ccccc1C,2,nt,nt,2,4,-1,nt
Cc1nn(CC(C)C(=O)N2CCN(S(=O)(=O)c3ccc(Cl)cc3)CC2)c(C)c1C (stereo not drawn),-3,7,-1.5,-5,-2,-2,-2
NC(=O)c1ccc(N=Nc2c(-c3ccccc3)[nH]n(-c3ccccc3)c2=O)cc1,-1,-4,1.2,4,4,nt,2
CSc1ccc(/C=C(/NC(=O)c2ccc(C)cc2)C(=O)Nc2cccc(C)c2)cc1,-5,17,-2.5,1,3,nt,-6
CSCCC(NC(=O)c1ccccc1Cl)C(=O)N1CCCCC1 (stereo not drawn),-3,-2,-1.6,-2,-1,-4,-1
Nc1[nH]c(C(=O)c2ccccc2)c(-c2ccccc2Br)c1C(=O)c1ccccc1,0,2,-2.0,-1,-10,nt,-5
